Assay outcomes deposited in PubChem by several laboratories.
TRPC4 agonist: TRPC4 (mouse) channel activation. 310,000 tested, 0.49% active. B-score at 10 µM. AID 2237. HEK293 TRPC4beta/mu-opioid, Fluo4 calcium fluorescence; active compounds read high. Q9QUQ5;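 active = B-score above 5 SD of library B-scores, and initial fluorescence ratio not above library mean plus 5 SD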;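 note: positive B-score marks a calcium rise read as TRPC4 activation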
Target sequence (Q9QUQ5 whole entry, looked up): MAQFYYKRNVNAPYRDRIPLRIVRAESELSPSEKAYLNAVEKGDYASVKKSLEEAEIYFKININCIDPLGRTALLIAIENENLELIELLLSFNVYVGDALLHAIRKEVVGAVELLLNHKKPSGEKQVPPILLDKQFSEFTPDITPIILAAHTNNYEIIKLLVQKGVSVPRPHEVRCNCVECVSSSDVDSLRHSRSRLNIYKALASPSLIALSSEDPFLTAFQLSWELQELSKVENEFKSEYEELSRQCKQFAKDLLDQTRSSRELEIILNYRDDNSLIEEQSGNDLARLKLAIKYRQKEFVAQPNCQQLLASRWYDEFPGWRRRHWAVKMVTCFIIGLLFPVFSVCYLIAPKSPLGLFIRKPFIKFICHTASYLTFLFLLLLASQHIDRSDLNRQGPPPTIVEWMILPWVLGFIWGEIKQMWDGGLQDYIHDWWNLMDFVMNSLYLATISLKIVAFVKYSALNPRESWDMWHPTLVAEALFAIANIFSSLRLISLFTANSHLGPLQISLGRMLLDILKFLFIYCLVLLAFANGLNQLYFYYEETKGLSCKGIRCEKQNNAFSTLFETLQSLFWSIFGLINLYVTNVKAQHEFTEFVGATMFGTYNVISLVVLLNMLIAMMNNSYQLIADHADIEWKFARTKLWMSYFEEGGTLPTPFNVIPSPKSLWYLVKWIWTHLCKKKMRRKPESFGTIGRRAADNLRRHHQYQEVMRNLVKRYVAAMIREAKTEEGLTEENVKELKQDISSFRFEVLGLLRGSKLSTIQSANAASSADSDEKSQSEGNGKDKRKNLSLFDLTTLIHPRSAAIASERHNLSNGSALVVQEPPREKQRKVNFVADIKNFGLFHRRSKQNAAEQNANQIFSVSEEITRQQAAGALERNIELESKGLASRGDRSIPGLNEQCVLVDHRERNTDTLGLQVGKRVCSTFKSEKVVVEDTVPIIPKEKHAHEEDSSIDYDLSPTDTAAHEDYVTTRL
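Material: TRPC4beta and mu-opioid receptor HEK293 stable cells | Incubation: 45 min room-temperature Fluo4 loading, 110 s read | Detection: Kinetic Fluo4 calcium fluorescence | Measure: Integrated baseline-normalised fluorescence ratio, converted to per-well B score | Benchmarks: Low control buffer alone, high control maximal DAMGO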
PolyA inhibitor: inhibitors of polyadenylation in S. cerevisiae. 300,000 tested, 0.02% active. S. cerevisiae SKY197-pL101 polyadenylation reporter, beta-gal luminescence; efflux-impaired pdr1/pdr3 knockout yeast; score 100 = 6 SD above DMSO. calls only at 12 µM;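 active = lowest replicate activity score at least 50, where 100 means six control SD above control mean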;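 note: yeast exposed to compound for 9 h at 30 °C; higher score means more reporter readthrough which indicates perturbed polyadenylation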
TRPC6 act: mouse TRPC6 channel activation. HEK293-TRPC6 membrane potential dye fluorescence; active compounds read high. B-score at 10 µM. 310,000 tested, 0.13% active. AID 2550;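 active = B-score of the integrated fluorescence ratio above library mean plus 3 SD, and starting fluorescence ratio within library mean plus 5 SD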;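 note: higher score means more depolarization so channel activation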
TRPC6 inh: blocks the mouse TRPC6 cation channel; HEK293-TRPC6, membrane potential dye, ACh-evoked depolarization; active compounds read low; B-score at 10 µM; 310,000 tested, 1.1% active;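 active = B-score under library mean minus 3 SD, initial fluorescence not abnormally high, positive integrated signal ratio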;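 note: B-score derived from integrated fluorescence ratio over the kinetic read; more negative B-score means stronger inhibition of depolarization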
MrgX1 antagonist: antagonists of human MrgX1 receptor. B-score at 10 µM. MRGX1-HEK293 calcium flux, Fluo-4, BAM8-22 antagonism; active compounds read low. 310,000 tested, 1.3% active;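 active = calcium-response B-score plate-corrected more than 3 library SD below zero, starting fluorescence within 5 deviations, no agonist response on first addition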;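 note: peak minus trough fluorescence over baseline after final BAM8-22 challenge near maximal dose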
TRPC4 PAM: allosterically enhances the mouse TRPC4 cation channel; Q9QUQ5; B-score at 10 µM; 310,000 tested, 0.42% active; HEK293 TRPC4beta/mu-opioid, DAMGO EC20, Fluo-4 Ca2+ flux; active compounds read high; AID 2227;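 active = B-score of calcium response area above 5 SD of library B-scores, with initial fluorescence ratio within 5 SD of library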;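 note: B-score of integrated fluorescence ratio over time as area under calcium response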
HIF activator: HIF pathway transcriptional activation. AID 1910. activation, % at 7.5 µM (by protocol). 300,000 tested, 0.32% active. U2OS HRE-luciferase reporter, luminescence; normalized: DMSO 0%, desferrioxamine 100%;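 active = mean activation of at least 10% of the iron chelator positive control signal, with at least half of replicates also reaching 10%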
AI-2 QS modul: modulators of Vibrio harveyi AI-2 quorum sensing system | Vibrio harveyi JMH597 AI-2 luminescence/OD600 ratio, 9 h; active compounds read low; strain lacks LuxN and CqsS sensors; 0 = neutral-control median | activity change, % at 7.5 µM | 300,000 tested, 0.4% active | AID 2094; in the data active = activity change below about -75%, passing the limit was not always enough;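 note: luminescence divided by OD600 gain over 9 h not by final OD600 alone; inactives centre near 13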
MrgX1 allo act: human MrgX1 positive allosteric modulation, primary screen. MrgX1-HEK293, Fluo-4 calcium flux, FDSS; active compounds read high. Q96LB2. 310,000 tested, 0.63% active. B-score at 10 µM;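 active = plate-corrected calcium response at least 3 library SD above typical, normal starting fluorescence, not activating the receptor alone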;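 note: compound read alongside a low EC10 to EC30 dose of BAM8-22 agonist; peak minus trough fluorescence over baseline measured at the second addition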
MrgX1 ag: human MrgX1 receptor agonism, primary screen; Q96LB2; MrgX1-HEK293 cells, Fluo-4 calcium fluorescence, agonist mode; active compounds read high; B-score at 10 µM; 310,000 tested, 0.44% active; AID 588627;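 active = calcium response B-score plate-corrected fluorescence ratio at least 3 library SD, with starting fluorescence B-score inside 5 SD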
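Assay system: MrgX1-expressing HEK293 cells / Amount: fifteen thousand cells per well / Doses: test compound in the initial addition of three / Timing: cells plated overnight, dye loaded 0.5 h 37 °C, 0.5 h room temperature / Technique: kinetic calcium dye fluorescence, Fluo-4 NW / Control set: positive and negative controls per plate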
TRPC4 block: blocks the mouse TRPC4 cation channel; HEK293 TRPC4beta/mu-opioid, DAMGO-evoked Fluo4 calcium flux; active compounds read low; B-score at 10 µM; 300,000 tested, 0.39% active; AID 2247;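 active = B-score over 3 SD under the library average, no early fluorescence shift, positive overall ratio signal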
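Assay system: TRPC4beta/mu-opioid receptor HEK293 cell line; compound dosing: single concentration per test compound; detection: Fluo4 Ca2+ flux fluorescence; evaluation: per-well B score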
* hit, by the source's call; i = inactive; x = no result given.

Structure,TRPC4 agonist,PolyA inhibitor,TRPC6 act,TRPC6 inh,MrgX1 antagonist,TRPC4 PAM,HIF activator,AI-2 QS modul,MrgX1 allo act,MrgX1 ag,TRPC4 block
COc1ccc2nc(NCCCNC(=O)c3cc(OC)c(OC)c(OC)c3)c(C#N)cc2c1,i,i,i,i,i,i,0.1,16.9,i,i,i
CCC(C)NC(=O)CSc1n[nH]c(-c2cc(Cl)ccc2OC)n1 (configuration not stated),i,i,i,i,i,i,0.4,-11.1,i,i,i
COc1cc(NC(=O)CN2CCN(c3ccccn3)CC2)cc(OC)c1OC,i,i,i,i,i,i,0.9,x,i,i,i
CSCCC(NC(N)=O)C(=O)Nc1ccc(C)cc1 (configuration not stated),i,i,i,i,i,i,-0.1,14.0,i,i,i
COC(=O)c1c[nH]n2c(=O)c(Cc3ccc(F)cc3Cl)c(C)nc12,i,i,i,i,i,i,-0.4,25.7,i,i,i
CNC(=O)/C(C#N)=C/c1ccc(-c2ccc(Cl)cc2)o1,i,i,i,i,i,i,2.3,16.6,i,i,i
CC(=O)Nc1ccc(NC(=O)c2cc([N+](=O)[O-])cc([N+](=O)[O-])c2)cc1,i,i,i,i,i,i,-0.6,9.2,i,i,i
Cc1noc(NS(=O)(=O)c2ccc(NC(=O)CCC3CCCCC3)cc2)c1C,i,i,i,i,i,i,-0.6,8.7,i,i,i
CCCN(CCC)c1ncnc2nc[nH]c12,i,i,i,i,i,i,2.8,8.3,i,i,i
Cc1ccc(S(=O)(=O)CNC(=S)c2cccc(C)c2)cc1,i,i,i,i,i,i,0.1,41.8,i,i,i
O=C(COC(=O)CN1C(=O)COc2ccccc21)NC1CCCCC1,i,i,i,i,i,i,-2.1,17.4,i,i,i
COc1ccccc1C(=O)Nc1nnc(-c2ccc(F)cc2)o1,i,i,i,i,i,i,0.3,26.6,i,i,i
COc1ccccc1C(CNC(=O)c1ccc(S(=O)(=O)NCc2ccco2)cc1)N(C)C (configuration not stated),i,i,i,i,i,i,-0.2,11.2,i,i,i
COc1ccc(NS(=O)(=O)c2cc(NC(=O)C3CCCO3)ccc2N2CCCC2)cc1 (configuration not stated),i,i,i,i,i,i,0.2,14.4,i,i,i
CC1CCN(c2c(NCC3CCC(C(=O)N4CCCC(C)C4)CC3)c(=O)c2=O)CC1 (configuration not stated),i,i,i,i,i,i,-0.5,6.1,i,i,i
CCNC(=O)c1cc(S(=O)(=O)N2CCSCC2)ccc1OC,i,i,i,i,i,i,0.6,7.3,i,i,i
Cc1cc(NC(=O)CCC(=O)N(c2ccccc2)C(C(=O)NCC2CCCO2)c2cccnc2)no1 (configuration not stated),i,i,i,i,i,i,0.1,-3.8,i,i,i
COc1ccc(C2(C(=O)Nc3ccc(S(=O)(=O)Nc4nc(C)cc(C)n4)cc3)CCCC2)cc1OC,i,i,i,i,i,i,-3.8,4.2,i,i,i
COc1cc(CCCN2C(=S)NC[C@@H]2CCCCN)cc(OC)c1OC,i,i,i,i,i,i,-0.1,-9.2,i,i,i
CC(=O)Nc1ccc(S(=O)(=O)NNC(=S)NCc2ccco2)cc1,i,i,i,i,i,i,0.4,18.3,i,i,i
COc1ccc(-c2ccc(Nc3ccc(S(=O)(=O)N4CCCC4)cc3)nn2)cc1OC,i,i,i,i,i,i,0.3,38.1,i,i,i
CC(OC(=O)CCCN=C1NS(=O)(=O)c2ccccc21)C(=O)Nc1ccc(F)cc1Cl (configuration not stated),i,i,i,i,i,i,-0.3,18.8,i,i,i
S=C(NN=C1C2CC3CC(C2)CC1C3)Nc1ccccc1,i,i,i,i,i,i,0.9,2.6,i,i,i
CC1CCN(C(=O)c2cc(-c3ccccc3O)on2)CC1,i,i,i,i,i,i,3.2,-84.0*,i,i,i
CCCCn1c(=O)n(Cc2cccc(F)c2)c(=O)c2c1ncn2Cc1ccco1,i,i,i,i,i,i,-0.7,23.0,i,i,i
COc1cc(S(=O)(=O)NC2CCCC2)ccc1-n1cnnn1,i,i,i,i,i,i,0.0,14.7,i,i,i
CCOC(=O)NC(=O)/C(C#N)=C\NNc1ncc(C(F)(F)F)cc1Cl,i,i,i,i,i,i,0.7,6.5,i,i,i
Cc1ccc(S(=O)(=O)NC(C)C(=O)Nc2ccc(C(N)=O)cc2)cc1 (configuration not stated),i,i,i,i,i,i,-51.4,-0.8,i,i,i
CCN(CCn1cccn1)C(=O)CCc1nnc(-c2ccccc2)o1,i,i,i,i,i,i,1.6,22.8,i,i,i
CSc1ccccc1NS(=O)(=O)c1ccccc1,i,i,i,i,i,i,0.1,-7.8,i,i,i
CC1Cc2nc(SCC(=O)Nc3nccs3)n(Cc3ccccc3)c(=O)c2S1 (configuration not stated),i,i,i,i,i,i,0.7,9.5,i,i,i
CCOc1ccc(S(=O)(=O)N2CCC(C(=O)NCc3ccco3)CC2)cc1,i,i,i,i,i,i,-0.4,2.5,i,i,i
Cc1snc(S(=O)(=O)Cc2c(Cl)cccc2Cl)c1C#N,i,i,i,i,i,i,-0.6,10.2,i,i,i
COC(=O)c1c(-c2ccc3ccccc3c2)csc1NC(=O)Cc1ccc(OC)c(OC)c1,i,i,i,-5.75*,i,i,0.3,-0.3,i,i,i
O=c1cccccc1NCc1ccccc1,i,i,i,i,i,i,0.3,3.8,i,i,i
Cc1cc(S(=O)(=O)NCCc2ccccc2)c(C)s1,i,i,i,i,i,i,-0.5,9.7,i,i,i
Nn1c(=O)c2ccccc2n2c(SCc3ccc(C(F)(F)F)cc3)nnc12,i,i,i,i,i,i,1.1,-7.8,i,i,i
CCc1cccc(NC(=O)Cn2cccc2)c1,i,i,i,i,i,i,-0.2,11.9,i,i,i
O=[N+]([O-])c1cnc(N2CCCCC2)c([N+](=O)[O-])c1,i,i,i,i,i,i,-0.6,3.9,i,i,i
COc1cc2c(cc1OC)C(COc1cc(C)cc(C)c1)N(C(C)=O)CC2 (configuration not stated),i,i,i,i,i,i,0.0,14.6,i,i,i
Cc1ccc(CS(=O)(=O)Cc2ccc(C(=O)NC3CCCCCC3)o2)cc1,i,i,i,i,i,i,-0.3,4.1,i,i,i
CC(=O)c1cc(C#N)c(Oc2ccc(F)cc2)nc1C,i,i,i,i,i,i,0.0,20.2,i,i,i
Nc1c(NCc2ccccc2)c2ccccc2oc1=O,i,i,i,i,i,i,0.0,19.4,i,i,i
Cc1cccc(-n2ncc(C#N)c2-n2cccc2)c1,i,i,i,i,i,i,-0.5,14.8,i,i,i
Cc1cc(NS(=O)(=O)Cc2ccccc2)no1,i,i,i,i,i,i,-0.7,81.0,i,i,i
O=C(/C=C/c1ccc(S(=O)(=O)NCc2ccco2)cc1)NCc1ccccc1Cl,i,i,i,i,i,i,-0.2,-4.6,i,i,i
COc1cc(C(=O)NCCOc2cccc3cccnc23)cc(OC)c1OC,i,i,i,i,i,i,1.3,x,i,i,i
COc1cc(C)c(S(=O)(=O)N2CCN=C2c2ccccc2)cc1C,i,i,i,i,i,i,-0.5,24.9,i,i,i
CCOC(=O)CN(C(=O)CSc1nnc(CNc2ccc(C)cc2C)o1)c1ccccc1,i,i,i,i,i,i,0.3,9.3,i,i,i
CCOc1cc(/C=C2\SC(=Nc3ccc(F)cc3)N(c3ccc(F)cc3)C2=O)ccc1OCC(=O)O,i,i,i,i,i,i,-0.1,40.6,i,i,i
Cc1ccc2c(CN3CCN(C(=O)c4ccco4)CC3)cc(=O)oc2c1C,i,i,i,i,i,i,-0.1,27.4,i,i,i
COc1ccc(NC(C)=O)cc1NC(=O)C1CCN(C(=O)Nc2ccccc2)CC1,i,i,i,i,i,i,0.6,10.4,i,i,i
CC(=O)Nc1ccc(S(=O)(=O)NC2=C(N3CCN(Cc4ccccc4)CC3)C(=O)c3ccccc3C2=O)cc1,i,i,i,-6.56*,i,i,1.3,23.3,i,i,-6*
COc1cccc(C(=O)Nc2ccccc2N2CCOCC2)c1,i,i,i,i,i,i,-0.7,19.6,i,i,i
Cc1ccc(Cc2nnc(SCC(=O)Nc3c(C)cccc3C)[nH]c2=O)cc1,i,i,i,i,i,i,-0.8,17.8,i,i,i
O=C1CSC(c2cccc(O)c2)N1Cc1ccccc1 (configuration not stated),i,i,i,i,i,i,0.7,2.5,i,i,i
C/C(=N\NC(=O)C(C)Sc1ccccc1)C(C)(C)C (configuration not stated),i,i,i,i,i,i,0.3,17.9,i,i,i
CN(C)C(=O)CSc1nnc([C@H](Cc2ccccc2)NC(=O)OC(C)(C)C)o1,i,i,i,i,i,i,0.0,14.9,i,i,i
CN(CCCC(=O)NCc1ccccc1)S(=O)(=O)c1ccc([N+](=O)[O-])cc1,i,i,i,i,i,i,-0.4,2.0,i,i,i
CCOc1ccc(N(CC(=O)N2CCCC2)S(=O)(=O)c2ccc(Cl)cc2)cc1,i,i,i,i,i,i,-0.3,8.8,i,i,i

Next entries follow.
Structure,TRPC4 agonist,PolyA inhibitor,TRPC6 act,TRPC6 inh,MrgX1 antagonist,TRPC4 PAM,HIF activator,AI-2 QS modul,MrgX1 allo act,MrgX1 ag,TRPC4 block
Cc1cc(C(C)(C)C)n2nc(C)c(-c3ccccc3)c2n1,i,i,i,i,i,i,-7.8,32.7,i,i,i
O=C(Nc1ccccc1C(=O)O)c1cc(S(=O)(=O)Nc2ccccc2)ccc1Cl,i,x,i,i,i,i,-0.4,33.7,i,i,i
COc1cc(/C=N/Nc2nc(N3CCCCC3)nc(N3CCCCC3)n2)ccc1OC(=O)c1ccco1,i,i,i,i,i,i,0.3,9.0,i,i,i
CC(C)COc1ccc(/C(=N/O)c2ccccc2)cc1,i,i,i,i,i,i,0.7,-84.5*,i,i,i
Cc1cccc(N2CCN(C(=O)c3ccccn3)CC2C)c1 (configuration not stated),i,i,i,i,i,i,0.0,16.8,i,i,i

Some of the compounds tested; rates above refer to the full screens.
